# APP 5'UTR act = activates APP 5'UTR luciferase reporter; SH-SY5Y APP 5'UTR luciferase reporter, luminescence; zero percent = DMSO vehicle wells; activation, % at 2 µM; AID 1276; 190,000 compounds, 1% hits;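 active = activation above a set limit, based on mean plus 3 SD of controls, cut at about 140% in these data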; also: values of inactives mirror those of a sister screen read the other way
# Efa HMGR inh = E. faecalis class II HMG-CoA reductase inhibition | purified E. faecalis HMGR, NADPH absorbance 340 nm kinetic | 190,000 compounds, 0.41% hits | AID 1066 | inhibition, % at 10 µM;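 active = inhibition above a set limit, the median over all tested compounds plus 3 SD, cut at about 9.5% in these data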;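 also: enzyme runs in reverse so mevalonate oxidation gives rising NADPH absorbance; 0% = complete reaction with DMSO and 100% = background rate lacking mevalonate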
# STAT1 activator = STAT1 signaling activation; 200,000 compounds, 2.6% hits; NIH 3T3 STAT1-luciferase reporter, IFN-gamma, luminescence; 100% = IFN-gamma alone, no compound; activation (% of control), % at 5.5 µM;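 active = activation above the screen-wide mean activation plus 3 SD, cut at about 130% in these data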;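 also: raw ratio to IFN-gamma control signal so 100% means no change and 0% no light; values of inactives mirror those of a sister screen read the other way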
# Hsp70 activator = Hsp70 transcriptional activation, primary screen. 200,000 compounds, 0.04% hits. activation, % at 10 µM. HeLa Hsp70 promoter luciferase reporter, luminescence; scaled: vehicle 0, proteasome-inhibitor control 100%. AID 1203;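 active = activation above the mean across all tested compounds plus 3 SD, cutoff set per campaign, cut at about 5.5% in these data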;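 also: 100% = MG132 at 30 µM as the positive control and 0% = DMSO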
# NF-kB expr up = NF-kB expression increase, human neuronal cells; fold change at 12.5 µM; AID 1239; 190,000 compounds, 1.6% hits; NF-kB reporter expression; hits give high values; in the data active = fold change above about 3.3
# STAT3 blocker = STAT3 signaling inhibition; U3A cells, IL-6 STAT3-luciferase reporter, luminescence; host cell line lacks STAT1; inhibition, % at 5.5 µM; AID 862; 190,000 compounds, 0.89% hits;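 active = inhibition above the mean inhibition across all screened compounds plus 3 SD, cut at about 44% in these data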;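 also: 0% = DMSO only wells and 100% = 100 µM nifuroxazide control wells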
# TLR4 MyD88 comp = TLR4-MyD88 interaction inhibition in cells; O00206+Q99836; HeLa CL3-4 TLR4/MyD88 BLA complementation, FRET ratio; inhibition, % at 8.4 µM; 200,000 compounds, 0.18% hits; AID 861; in the data active = inhibition above about 25%;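 also: 0% = vehicle and 100% = reference inhibitor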
# Target sequence (O00206 whole entry, looked up): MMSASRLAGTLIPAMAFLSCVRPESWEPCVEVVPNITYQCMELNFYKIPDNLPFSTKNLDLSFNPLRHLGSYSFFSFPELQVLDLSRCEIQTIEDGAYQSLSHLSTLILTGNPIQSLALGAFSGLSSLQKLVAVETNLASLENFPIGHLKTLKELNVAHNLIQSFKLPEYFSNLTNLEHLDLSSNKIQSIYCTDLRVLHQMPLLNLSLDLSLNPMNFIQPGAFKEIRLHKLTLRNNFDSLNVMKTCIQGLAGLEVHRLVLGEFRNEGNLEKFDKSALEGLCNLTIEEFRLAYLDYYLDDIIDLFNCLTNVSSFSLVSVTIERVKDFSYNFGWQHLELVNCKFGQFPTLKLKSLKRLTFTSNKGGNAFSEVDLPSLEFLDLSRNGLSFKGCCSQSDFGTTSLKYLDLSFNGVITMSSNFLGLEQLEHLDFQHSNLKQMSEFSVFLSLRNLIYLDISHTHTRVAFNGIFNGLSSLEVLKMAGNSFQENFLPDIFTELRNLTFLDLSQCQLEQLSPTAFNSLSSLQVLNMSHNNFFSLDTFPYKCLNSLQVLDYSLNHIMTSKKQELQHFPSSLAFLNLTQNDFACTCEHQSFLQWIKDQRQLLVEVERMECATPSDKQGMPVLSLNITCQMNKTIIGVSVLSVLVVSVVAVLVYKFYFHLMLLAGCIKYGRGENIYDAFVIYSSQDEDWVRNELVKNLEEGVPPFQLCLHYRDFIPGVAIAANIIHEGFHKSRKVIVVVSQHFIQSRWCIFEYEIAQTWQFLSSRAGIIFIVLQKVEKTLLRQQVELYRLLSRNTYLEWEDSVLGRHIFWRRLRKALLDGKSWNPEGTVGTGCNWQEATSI
# Target sequence (Q99836 whole entry, looked up): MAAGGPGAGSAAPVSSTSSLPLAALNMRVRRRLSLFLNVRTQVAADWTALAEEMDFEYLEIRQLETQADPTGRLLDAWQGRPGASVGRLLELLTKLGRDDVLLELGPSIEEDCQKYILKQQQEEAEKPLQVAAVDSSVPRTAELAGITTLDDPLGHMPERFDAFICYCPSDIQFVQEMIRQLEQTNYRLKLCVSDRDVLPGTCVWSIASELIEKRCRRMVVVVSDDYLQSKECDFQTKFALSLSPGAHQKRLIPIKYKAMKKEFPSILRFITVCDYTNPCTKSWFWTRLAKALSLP
# DTT redox prof = compounds producing H2O2 with reducing agent – biochemical, NIH compound library profiling, artefact control for MLSCN library redox annotation, primary screen; DTT-dependent redox cycling H2O2, phenol red/HRP absorbance; 100% = 100 µM peroxide control, 0% = buffer; activation, % at 10 µM; 200,000 compounds, 0.03% hits;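 active = activation of at least 50% relative to the plate's high and low controls in the primary single-dose screen; inactive = activation below 50%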;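 also: compound incubated with DTT at 0.8 mM final as the reducing agent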
# STAT3 act = increases IL-6 driven STAT3 reporter signal | U3A cells, IL-6 STAT3-luciferase reporter, luminescence; 100% = signal with IL-6 EC80 alone | activation (% of control), % at 5.6 µM | 190,000 compounds, 0.91% hits | AID 871;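 active = activation above the screen-wide mean of compound activation plus 3 SD, cut at about 130% in these data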;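 also: 0% = background luminescence of wells with medium and substrate only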
#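 Material: human U3A cells carrying STAT3-luciferase construct. Measured by: reporter luminescence signal. Timing: compound 1 h, then IL-6 6 h at 37 °C.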
# STAT1 inh = reduces IFN-gamma driven STAT1 reporter signal; NIH 3T3 STAT1-luciferase reporter, luminescence; 200,000 compounds, 0.35% hits; inhibition, % at 5.5 µM;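 active = inhibition above a set limit, the mean inhibition across all tested compounds plus 3 SD, cut at about 34% in these data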;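 also: 0% = IFN-gamma with DMSO and 100% = IFN-gamma with 300 µM nifuroxazide; values of inactives mirror those of a sister screen read the other way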
# Numbers without * were called inactive; x = not tested or not shown.
SMILES,APP 5'UTR act,Efa HMGR inh,STAT1 activator,Hsp70 activator,NF-kB expr up,STAT3 blocker,TLR4 MyD88 comp,DTT redox prof,STAT3 act,STAT1 inh
CCc1nnc(NC(=O)CSc2nnc(CNc3ccc(C)cc3)n2C)s1,-4,-4,98,-0.2,1.1,-1,5,0.0,105,1
COCCNC(=S)N/N=C(\C)c1ccc(O)cc1,8,-1,103,0.1,1.3,19,8,-0.1,85,-4
Clc1cccc(-c2ccc(CNCCCN3CCOCC3)o2)c1,7,-6,101,0.0,0.95,4,-3,-0.4,100,-3
O=c1c2ccccc2nc(SCc2ccc([N+](=O)[O-])cc2)n1CCCO,-15,-6,93,-0.3,0.75,8,-14,0.5,92,8
Cc1ccc(S(=O)(=O)N(C)C)cc1NC(=O)COC(=O)C1COc2ccccc2O1 (configuration not stated),0,-5,100,-0.4,1.1,-4,-3,-0.2,104,-1
O=C(c1cccnc1)N1c2ccccc2Sc2ccccc21,7,12*,96,-0.1,1.2,16,13,0.3,96,4
CN(Cc1cc2ccccc2[nH]c1=O)S(C)(=O)=O,18,0,108,0.2,1.4,2,2,-1.1,101,-9
Cn1c(SCC(=O)N2CCc3ccccc32)nnc1C1CC1,-3,-6,100,-0.1,1,2,-6,2.6,102,0
O=C(NC1CCCc2ccccc21)c1ccccc1 (configuration not stated),-7,-5,102,-0.1,1.1,14,-14,-0.8,95,-2
Cc1ccc(C(=O)Nc2ccccc2SCC2CSc3nc4ccccc4c(=O)n32)cc1 (configuration not stated),-3,-8,89,-0.4,1.1,3,-9,-4.4,102,12
COCCNC(=O)COC(=O)c1nsc(Cl)c1Cl,4,-7,103,0.2,1,4,2,0.1,103,-4
CCN(c1cccc(C)c1)C(C(=O)Nc1ccc(OC)cc1)c1cc2c(cc1[N+](=O)[O-])OCO2 (configuration not stated),17,-3,109,-0.1,0.87,-9,8,2.2,105,-10
Cc1ccc(NC(=O)/C(C#N)=C/c2ccc(C)s2)c(C)c1,10,-1,114,-0.1,1.4,2,15,2.8,101,-15
COC(=O)C1C(=O)c2c([nH]c(C(=O)OCCSC)c2C)CC1C (configuration not stated),36,-9,128,-0.1,2.1,2,-2,-1.0,103,-30
CCOCCCn1c(=NC(=O)c2ccc(OC)c(OC)c2)c(C#N)cc2c(=O)n3cccc(C)c3nc21,-9,5,103,0.1,0.39,7,9,0.5,98,-4
O=C(COc1ccccc1)N1CCN(S(=O)(=O)Cc2ccccc2)CC1,-5,-4,97,-0.4,1,12,-11,2.3,95,3
CCN(CC)CCNC(=O)c1cn(C)c2ccc(S(=O)(=O)N(C)C3CCCCC3)cc2c1=O,x,-4,102,0.0,1.1,12,-8,-0.7,97,-2
CC(Sc1nnc(COc2ccc([N+](=O)[O-])cc2)n1-c1ccccc1)C(=O)O (configuration not stated),1,-5,101,-0.3,0.99,4,-4,-1.0,98,-3
COc1cccc(-c2nnc(-c3ccc(C(F)(F)F)cc3)o2)c1,32,-2,120,0.3,2.6,11,1,4.2,94,-21
CCC(Sc1ccc2nnc(-c3ccc(F)cc3)n2n1)C(=O)OC (configuration not stated),19,0,107,-0.6,1.1,2,0,-0.6,101,-8
Cc1cc(C)cc(-n2nnc(C(=O)NCc3ccco3)c2N)c1,6,-10,99,-0.2,1.6,2,0,2.6,101,1
O=C(O)CCC(NC(=O)C(Cc1ccc2c(c1)OCO2)NC(=O)c1ccccc1)C(=O)O (configuration not stated),-4,2,99,-0.4,1.3,5,8,0.2,97,1
CCNC(=S)N(Cc1cc2cc(C)cc(C)c2[nH]c1=O)C1CCCC1,-20,0,99,-0.3,0.88,-9,2,-0.3,105,1
Cc1cc(SCC(=O)c2cccs2)nc2ccccc12,10,-3,100,-0.2,2.2,-43,-16,0.9,131,-1
O=C(c1ccco1)n1nc(-c2ccccc2)nc1NCc1ccco1,13,0,102,-0.1,0.91,5,-6,0.8,97,-4
C1CCc2nnc(C3CC3)n2CC1,-9,2,103,-0.1,0.94,2,3,-0.1,103,-5
C=CC(=O)Nc1ccc(Br)cc1,-11,-1,94,0.0,0.86,4,-3,0.2,102,7
Cc1cc(N2CCN(c3ccccc3)CC2)nc(-c2ccccc2)n1,-8,-1,97,-0.4,1.5,33,-1,1.6,79,4
Cc1cc(C)c(C#N)c(=N)o1,1,-2,97,-0.1,1.1,-5,-1,2.9,107,3
CN(CCNC(=O)Cn1c(=O)sc2ccccc21)Cc1ccccc1,-1,-6,x,x,0.96,x,x,-1.6,x,x
CCOC(=O)c1cccc(S(=O)(=O)N(CCO)Cc2cc3cc(OC)c(OC)cc3[nH]c2=O)c1,7,-4,107,1.6,1.4,4,-18,1.1,101,-8
NCCCCC(NC(=O)C1CCCN1C(=O)C1CSSCC(N)C(=O)NC(Cc2ccc(O)cc2)C(=O)NC(Cc2ccccc2)C(=O)NC(CCC(N)=O)C(=O)NC(CC(N)=O)C(=O)N1)C(=O)NCC(N)=O (configuration not stated),11,-5,100,-0.3,1.1,7,0,0.1,105,1
Cc1ccc(-c2csc(NC(=O)COc3ccc(N(C)S(=O)(=O)c4ccc(C)cc4)cc3)n2)cc1,21,1,90,-0.1,1.1,10,3,-0.1,91,11
O=C(CCc1ccccc1)Nc1ccccc1[N+](=O)[O-],27,-1,127,-0.1,1.9,12,-11,0.1,92,-31
Cc1ccc(SCCC(=O)NC(C(C)C)C(C)C)cc1,-5,-1,98,-0.1,1.3,9,-15,-0.3,90,2
O=C(Nc1nnc(C2=COCCO2)o1)c1ccc(Cl)cc1,8,1,103,0.8,0.9,3,-11,0.7,94,-3
CCOc1ccccc1/C=N\Nc1cnn(Cc2ccccc2)c(=O)c1Cl,-7,-1,116,-0.4,0.68,6,-7,-2.0,96,-19
Cc1cc(C(=O)O)ccc1N/C=C1\CCCC(C)C1=O (configuration not stated),149*,-4,150*,-0.1,4*,31,-2,0.1,77,-54
NC(=O)CSc1nnc(-c2ccco2)n1N,-3,-2,102,0.2,0.93,2,0,0.3,98,-2
COc1cc(NS(=O)(=O)c2ccc(NC(=O)CSC3=NCCS3)cc2)nc(OC)n1,-7,-1,96,0.6,1.1,-2,9,2.4,104,4
C=CCn1c(=O)c2ccccc2n2c(SCc3nc4ccccc4s3)nnc12,50,-1,111,0.6,1.1,-47,2,-0.1,144*,-12
COc1ccc(-n2c(SC)nc(O)cc2=O)cc1,4,0,97,0.0,1.3,2,3,6.5,103,3
CNC(=O)Cn1c(=O)n(C)c2ccccc21,4,-3,97,-0.4,1.1,7,2,2.4,98,4
CCOC(=O)Nc1ccc(C)cc1C,6,-7,107,0.3,1.3,2,0,0.4,102,-8
COc1ccc(/C=C2\C(=O)NCC(=O)N2Cc2ccccc2)cc1,5,-4,106,-0.2,0.73,-8,3,2.1,112,-6
O=C(NCCc1ccccc1)C1CCN(c2ncccn2)CC1,1,2,111,0.1,1.2,10,3,1.0,101,-13
O=C(Nc1nccs1)NC1CCCCC1,23,-4,108,-0.3,1.3,2,19,-1.3,102,-9
CC(C)=CCc1c(C)nc2ccccc2c1C(=O)O,5,-3,92,-0.3,1.1,2,-1,-1.3,101,9
O=c1c(-c2ccc3c(c2)OCCO3)coc2c(CN3CCOCC3)c(O)ccc12,29,3,100,0.0,1.6,0,-9,0.3,106,0
Cc1ccc(SCc2noc(C(=O)NC(C)C)c2C(=O)O)cc1C,6,-2,101,-0.2,1.1,-2,10,15,102,-1
Cc1scc(C(=O)N/N=C/c2ccco2)c1C,72,-5,118,0.3,2.2,2,5,-2.4,98,-19
Cc1ccc(OCCN2C(=O)c3ccccc3C2=O)c([N+](=O)[O-])c1,6,8,113,0.0,1.6,5,-18,0.0,100,-15
CCC(CC)C(=O)NCCc1cc2ccc(C)cc2[nH]c1=O,5,1,108,0.0,1.1,5,-9,-0.3,100,-8
Cc1ccc(-c2cn(S(=O)(=O)c3ccc(C)cc3)nc2N)cc1,-6,0,93,-0.2,1.2,20,-7,-0.7,85,7

# 14 structures already listed, ordered by formula weight, lowest first.
SMILES,APP 5'UTR act,Efa HMGR inh,STAT1 activator,Hsp70 activator,NF-kB expr up,STAT3 blocker,TLR4 MyD88 comp,DTT redox prof,STAT3 act,STAT1 inh
CCOC(=O)Nc1ccc(C)cc1C,6,-7,107,0.3,1.3,2,0,0.4,102,-8
CNC(=O)Cn1c(=O)n(C)c2ccccc21,4,-3,97,-0.4,1.1,7,2,2.4,98,4
O=C(Nc1nccs1)NC1CCCCC1,23,-4,108,-0.3,1.3,2,19,-1.3,102,-9
NC(=O)CSc1nnc(-c2ccco2)n1N,-3,-2,102,0.2,0.93,2,0,0.3,98,-2
Cc1scc(C(=O)N/N=C/c2ccco2)c1C,72,-5,118,0.3,2.2,2,5,-2.4,98,-19
Cc1cc(C(=O)O)ccc1N/C=C1\CCCC(C)C1=O (configuration not stated),149*,-4,150*,-0.1,4*,31,-2,0.1,77,-54
CCC(CC)C(=O)NCCc1cc2ccc(C)cc2[nH]c1=O,5,1,108,0.0,1.1,5,-9,-0.3,100,-8
O=C(NCCc1ccccc1)C1CCN(c2ncccn2)CC1,1,2,111,0.1,1.2,10,3,1.0,101,-13
Cc1ccc(OCCN2C(=O)c3ccccc3C2=O)c([N+](=O)[O-])c1,6,8,113,0.0,1.6,5,-18,0.0,100,-15
Cc1ccc(-c2cn(S(=O)(=O)c3ccc(C)cc3)nc2N)cc1,-6,0,93,-0.2,1.2,20,-7,-0.7,85,7
Cc1ccc(SCc2noc(C(=O)NC(C)C)c2C(=O)O)cc1C,6,-2,101,-0.2,1.1,-2,10,15,102,-1
O=c1c(-c2ccc3c(c2)OCCO3)coc2c(CN3CCOCC3)c(O)ccc12,29,3,100,0.0,1.6,0,-9,0.3,106,0
C=CCn1c(=O)c2ccccc2n2c(SCc3nc4ccccc4s3)nnc12,50,-1,111,0.6,1.1,-47,2,-0.1,144*,-12
COc1cc(NS(=O)(=O)c2ccc(NC(=O)CSC3=NCCS3)cc2)nc(OC)n1,-7,-1,96,0.6,1.1,-2,9,2.4,104,4
